From PubChem BioAssay
Peg3 prom inh – Peg3 promoter activity inhibition | HeLa PEG-Prom luciferase reporter, luminescence, overnight | inhibition, % at 20 µM | actives 1.7% (n = 360,000) | AID 588405;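 active = inhibition of at least 50% at 20 µM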
HIF-2a block – blocks HIF-2a reporter activity. 786-0 RCC cells HIF-2a reporter, luciferase luminescence, overnight. inhibition, % at 18.8 µM. actives 0.72% (n = 360,000);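 active = inhibition of the luminescence signal of 40% or more relative to plate controls, in a single-dose primary screen at 18.75 µM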
PDI inh – blocks human protein disulfide isomerase activity; inhibition, % at 10 µM; actives 0.052% (n = 350,000); PDI insulin aggregation turbidity, A650, 90 min;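 active = mean inhibition across replicates of 30% or more, whatever share of single replicates reach that level; inconclusive = mean inhibition below 30% while every single replicate reaches 30%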;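 note: absorbance from insulin aggregation driven by PDI reduction with DTT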
Target sequence (P07237 whole entry, looked up): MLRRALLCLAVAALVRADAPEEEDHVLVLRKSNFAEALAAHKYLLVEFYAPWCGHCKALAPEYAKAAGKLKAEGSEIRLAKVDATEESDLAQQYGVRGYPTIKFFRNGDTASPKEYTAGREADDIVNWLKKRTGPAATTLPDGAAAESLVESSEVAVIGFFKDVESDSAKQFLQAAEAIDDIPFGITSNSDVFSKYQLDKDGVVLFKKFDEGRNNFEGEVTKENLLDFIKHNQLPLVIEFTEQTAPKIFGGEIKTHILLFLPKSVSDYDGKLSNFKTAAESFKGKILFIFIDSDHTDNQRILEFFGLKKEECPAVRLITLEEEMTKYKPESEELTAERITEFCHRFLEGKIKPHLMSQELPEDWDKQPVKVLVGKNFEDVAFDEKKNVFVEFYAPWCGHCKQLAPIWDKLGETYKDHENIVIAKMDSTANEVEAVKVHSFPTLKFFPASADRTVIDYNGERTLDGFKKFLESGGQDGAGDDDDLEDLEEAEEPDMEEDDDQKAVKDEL
CaV13 FRET inh – Primary screen for inhibitors of IQ motif and Ca2+-dependent inactivation inhibitor domain binding in CACNA1D, Förster resonance energy transfer in living cells, …; HEK cells, CFP/YFP FRET ICDI-IQ, plate reader, 10 min; percent FRET-ratio fall versus neutral wells; inhibition, % at 12.3 µM; actives 0.098% (n = 340,000); AID 743397;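 active = mean replicate inhibition of at least 30% and at least 1% of replicates passing that level; inconclusive = only one of the two criteria is met; inactive = neither criterion is met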;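 note: 0% = median of the neutral control wells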
NR2E3 ag-1 – NR2E3 (human) agonism | Q9Y5X4 | GST-NR2E3/biotin-RetCOR TR-FRET, 1536-well | inhibition of corepressor binding, % at 4.78 µM | actives 0.12% (n = 320,000) | AID 2300;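 active = percent inhibition above the cutoff of mean plus 3 SD of all tested compounds, set per screening campaign, cut at about 20% in these data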;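 note: 0% = DMSO wells and 100% = biotin wells as full block of FRET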
Target sequence (Q9Y5X4 whole entry, looked up): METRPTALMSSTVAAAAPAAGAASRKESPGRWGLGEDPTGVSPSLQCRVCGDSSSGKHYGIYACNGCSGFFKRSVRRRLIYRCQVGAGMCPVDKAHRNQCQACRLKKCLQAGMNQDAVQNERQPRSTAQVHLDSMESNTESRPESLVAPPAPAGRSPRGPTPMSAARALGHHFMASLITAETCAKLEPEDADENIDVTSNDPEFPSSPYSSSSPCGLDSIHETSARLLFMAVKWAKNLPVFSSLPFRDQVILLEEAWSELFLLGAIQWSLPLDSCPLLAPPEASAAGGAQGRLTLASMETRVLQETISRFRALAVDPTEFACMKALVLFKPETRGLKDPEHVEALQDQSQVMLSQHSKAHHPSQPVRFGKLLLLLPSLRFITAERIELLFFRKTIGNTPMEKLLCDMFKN
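Test system – NR2E3–RetCOR corepressor complex · Quantity – NR2E3 fusion 1.35 nM · Buffer or medium – Tris pH 7.5 · Incubation – Compound–protein incubation for 5 h at 4 °C · Technique – TR-FRET, Eu(K)-anti-GST donor, streptavidin-D2 acceptor, ex 340, em 617/671 nm · Evaluation – percent inhibition of 671/617 nm emission ratio versus biotin and DMSO controls · Plate – 1536-well format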
MITF TRPM1 inh – reduces MITF-dependent TRPM1 promoter luciferase signal. SK-MEL-5 TRPM1 promoter luciferase, 24 h. inhibition, % at 12.5 µM. actives 0.83% (n = 330,000). AID 488899;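 active = mean inhibition across replicates of 60% or more, whatever share of single replicates reaches that level; inconclusive = some that reach 60%, reason not given; inactive = mean inhibition across replicates below 60%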; note: values of inactives mirror those of a sister screen read the other way
Shn3 inh set2 – reduces Shn3 3'UTR luciferase signal in osteoblasts | actives 0.52% (n = 360,000) | AID 588674 | inhibition, % at 12.5 µM | Clone20 osteoblast Shn3 3'UTR firefly luciferase, 24 h;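 active = mean inhibition of at least 75% with every replicate also reaching 75%; inconclusive = mean inhibition at least 75% but some replicate below; inactive = mean inhibition below 75%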;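 note: 0% = median of neutral control wells and 100% = pilot-screen positive control compound; some compounds past the cut are filed as inactive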
NR2E3 ag-2 – agonists of human NR2E3 nuclear receptor; AID 602229; CHO-S Gal4-NCOR/VP16-NR2E3 two-hybrid, luciferase; inhibition of corepressor binding, % at 3.98 µM; actives 0.35% (n = 360,000); Q9Y5X4;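 active = inhibition above the mean of all tested compounds plus 3 SD, cut at about 70% in these data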;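 note: 0% = DMSO with NR2E3 transfected cells and 100% = cells lacking NR2E3 construct; higher means lower luciferase signal from less NR2E3 corepressor binding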
KKLEB tox – CF airway cell cytotoxicity counter-screen | actives 0.36% (n = 360,000) | activity change (cytotoxicity), % at 5 µM | KKLEB CF airway cells viability, ATPlite luminescence, overnight; active compounds read low; cells stimulated with P. aeruginosa culture filtrate;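 active = corrected activity change at or below -50% at 5 µM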
Vif imaging – inhibitors of HIV Vif | HEK293T cells, Vif self-association by quenched fluorescence, imaging, 24 h | inhibition, % at 7.49 µM | actives 0.35% (n = 340,000) | AID 602346; in the data active = inhibition above about 50%, passing the limit was not always enough; inconclusive = no clear call, values can overlap the other calls; inactive = below about 31%; note: some results filed as inactive read as strong as hits
CF NFkB inh – blocks PAF-induced NF-kB reporter in cystic fibrosis cells; KKLEB NF-kB-GFP reporter, GFP fluorescence overnight; inhibition, % at 5 µM; actives 0.86% (n = 360,000);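 active = at least 50% inhibition at 5 µM, scaled per plate between neutral and stimulator controls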;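 note: PAF is a Pseudomonas aeruginosa culture filtrate used as stimulus; plate controls were PAF-stimulated DMSO wells for no effect and unstimulated DMSO wells for full effect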
An asterisk follows results filed as active; i = inactive; ? = inconclusive; nt = not tested or not shown. Compounds were not picked by outcome, and some 3.3% of all compounds hit somewhere here.

SMILES	Peg3 prom inh	HIF-2a block	PDI inh	CaV13 FRET inh	NR2E3 ag-1	MITF TRPM1 inh	Shn3 inh set2	NR2E3 ag-2	KKLEB tox	Vif imaging	CF NFkB inh
Cc1cc(C)nc(CCNC(=O)c2cc(COc3ccc(F)cc3Cl)on2)n1	-1	-4	0	1	-3	3	2	-13	-12	-1	20
O=C(CCNS(=O)(=O)c1ccccc1)OCC(=O)c1ccc(Cl)cc1	1	11	-5	-4	2	1	-6	-20	20	-3	-35
COc1ccc2nc(/N=C(\N)NC(=O)Nc3ccccc3)nc(C)c2c1	-30	-132	1	-7	1	-5	-9	-31	4	8	-31
CCOc1ccc(NC(=S)NC(=O)c2c(Cl)cnn2CC)c([N+](=O)[O-])c1	34	19	8	-3	0	2	-1	-28	-10	-8	6
Clc1ccc(CON/C=N/c2ncnc3sccc23)cc1	6	12	3	-5	4	-8	41	47	0	15	8
CCNC(=S)N/N=C/c1cccc(/C=N/NC(=S)NCC)c1	-7	-24	5	5	4	-9	-6	2	6	5	10
Cc1cc2cc(CNC(=O)c3ccc(C)c([N+](=O)[O-])c3)ccc2[nH]1	6	15	nt	9	-2	-1	8	-22	18	-7	-16
O=C(O)CNC(=O)/C(=C\c1cccc([N+](=O)[O-])c1)NC(=O)c1ccco1	19	8	2	-4	1	2	-17	-28	5	19	9
C=C(C)COc1ccc(-c2n[nH]c(C)c2-c2ccc(Br)cc2)c(O)c1	46	2	2	nt	-2	13	47	-59	-27	nt	24
COc1ccc2cc(C3=CC(=O)CCC3)ccc2c1	-319	-229	-7	-7	nt	-69	-43	-93	4	-9	-38
COc1cccc(CNC(=O)CCC2CCCN(C(=O)c3cccnc3SC)C2)c1 (configuration not stated)	-30	-17	-10	-7	-1	-5	-8	-69	16	-12	-4
CC(C)CCn1nc(C(=O)Nc2nc3c(s2)CCCC3)c2ccccc2c1=O	-18	-55	6	-7	4	-3	15	9	-10	-3	25
Cc1ccc(S(=O)(=O)N(C)c2ccc(C(=O)NCCc3ccccc3)cc2)cc1	-99	-161	-1	-6	2	-21	-28	-14	13	6	-11
COc1ccc(/C=C/c2nc(-c3ccccc3O)n[nH]2)cc1OC	-175	-319	1	-4	2	-145	-48	-130	5	-18	23
CCOC(=O)c1ccc(NC(=O)CN(c2ccc(C)cc2)S(=O)(=O)c2c(C)nn(C)c2C)cc1	-2	-6	11	-5	0	7	-7	12	12	3	4
O=C(Nc1ccc(S(=O)(=O)Nc2ccc(F)cc2)cc1)c1ccc(CN2CCOCC2)cc1	7	7	2	-3	-2	16	22	13	-4	-17	-2
NC(=O)NOCc1cccc(Cl)c1	5	15	-3	-2	-2	5	5	0	-9	1	23
COc1ccc(CC(=O)Oc2ccc(F)c(F)c2)cc1S(=O)(=O)N1CCOCC1	12	-4	3	-10	0	3	-3	-26	-4	nt	-4
COc1ccc(C(=O)NCc2ccc3c(c2)cc(C)n3C)cc1	13	0	nt	4	0	nt	7	-34	21	nt	-29
COc1ccc(CN2CCNC(=O)C2CC(=O)N2CCCN(C(C)=O)CC2)cc1OC (configuration not stated)	8	10	3	-7	-1	7	-22	-4	3	-3	-25
Cc1ccc(C)c(NS(=O)(=O)c2ccc(OCC(=O)NCc3cccnc3)cc2)c1	30	29	1	-10	1	10	32	16	6	7	4
C/C(=N/NC(=O)c1ccccc1)C1=C(O)CC(C)(C)CC1=O	-2	10	14	-5	3	-12	-19	-70	-1	11	13
CCOC(=O)CC(NC(=O)C1c2ccccc2Oc2ccccc21)c1ccc(C)cc1 (configuration not stated)	13	8	18	-3	0	0	-38	-11	-10	0	5
Cc1nn(C)c(C)c1N1C(=O)c2cccc3c(N)ccc(c23)C1=O	8	7	1	-25	-7	-8	-11	-19	6	i	3
CC(=O)Nc1sc(C)c(C)c1C(=O)OCC(=O)N(Cc1ccccc1)C(C)C	10	2	-3	-1	2	10	0	11	-2	4	4
Cc1ccc(CC(=O)CCc2ccccc2)cc1	-49	-48	9	-11	3	-55	-11	1	-1	4	-5
Oc1ccccc1/C=N/NC1=NCCCCC1	-196	-144	1	-8	7	-65	-18	-104	1	13	-9
Cc1ccc(Cn2c(SC(C)C(N)=O)nc3ccccc3c2=O)cc1 (configuration not stated)	18	11	1	0	2	-2	15	-10	-10	0	12
COc1ccccc1C1c2[nH]c3ccccc3c2CCN1Cc1ccc(NC(C)=O)s1 (configuration not stated)	12	6	-1	-7	1	19	12	8	-3	24	-4
COc1ccc(CC(N)c2csc(Nc3nc(C)cnc3C)n2)cc1 (configuration not stated)	-4	12	1	1	nt	nt	-4	1	-7	8	-1
O=C(OCc1csc(-c2ccccc2)n1)C1=NN(c2ccccc2)C(=O)CC1	-63	-97	-1	-5	3	-9	-17	-16	2	-2	4
CN(C)c1ccc(C(CNS(=O)(=O)c2ccc([N+](=O)[O-])cc2)N2CCCC2)cc1 (configuration not stated)	-6	5	2	-7	1	-4	2	6	-6	0	16
COCCCNC(=O)CC(NS(=O)(=O)c1ccc(Cl)cc1)c1ccco1 (configuration not stated)	-2	19	17	nt	2	-2	18	2	-2	-5	8
CCC(C)(O)c1[nH]c2ccc(C#N)cc2c1C (configuration not stated)	-11	2	-10	-7	3	5	-3	-16	13	0	5
COc1ccc(C2CCCCCN2C(=O)C2CCN(S(=O)(=O)c3ccc(C)cc3)CC2)cc1 (configuration not stated)	16	10	8	-10	nt	nt	10	2	5	nt	-10
Cn1c(=N)n(CC(O)c2cccc3ccccc23)c2ccccc21 (configuration not stated)	0	-3	1	nt	1	-18	18	-47	12	nt	-5
CC(=O)OCc1cc2cc(C)ccc2[nH]c1=O	8	17	2	-7	0	-3	0	-21	8	-10	-5
COC(=O)[C@H]1[C@@H](C)N(Cc2ccccc2)C(=O)N[C@H]1c1ccccc1	-4	-14	2	-3	5	-5	-5	13	20	?	-3
CC(C)(C)S(=O)N1Cc2cc(C(=O)Nc3ccc(-c4ccccc4)cc3)nc(-c3cccc(-c4cc5ccccc5o4)c3)c2[C@@H]1CCO (some centres not stated)	93*	2	nt	-6	nt	nt	-10	3	-14	nt	17
CCOc1ccccc1N(CC(=O)N1CCOCC1)S(=O)(=O)c1ccc(SC)cc1	14	-2	-6	-3	nt	-2	0	-9	-2	-27	2
C=CCn1c(CC#N)nnc1N1CCOCC1	-1	-6	11	nt	3	-1	-10	-14	4	0	6
Cc1onc(-c2ccccc2Cl)c1C(=O)NNC(=O)C1CCN(Cc2ccccc2)CC1	10	11	-4	-2	2	3	2	-10	5	-7	0
O=C(CN1CCOCC1)N1CCN(S(=O)(=O)c2ccccc2)C1c1ccccc1 (configuration not stated)	29	10	-28	-3	1	13	-7	1	13	-4	-13
Cc1cc(C(=O)O[C@H]2[C@H](Cc3ccccc3)NS(=O)(=O)[C@H]3C[C@@H]4C=C[C@]23O4)ccc1[N+](=O)[O-]	4	13	-8	3	0	-14	-22	-40	7	?	10
Cc1cc(NC(=O)c2cccc(S(=O)(=O)N3c4ccccc4CC3C)c2)no1 (configuration not stated)	-3	10	7	-6	-2	-1	24	-11	-30	-5	-13
O=C(Nc1ccc(SC(F)F)cc1)c1cccc2nc3ccccc3nc12	6	13	-2	nt	0	46	-3	8	7	nt	-3
Cc1cc(NC(=O)CSc2nc3c(cc2C#N)CCC3)no1	-260	-253	4	-2	4	-57	-96	-192	-1	3	-13
O=C(CN(Cc1ccccc1F)C(=O)c1ccco1)NCc1ccc(F)cc1	5	-6	4	-4	-1	-2	9	5	4	20	-11
CCSc1oc(-c2ccco2)nc1S(=O)(=O)c1ccccc1	7	-12	1	-8	5	3	-2	4	2	-3	6
CCc1cc(=O)oc2cc(OC(C)C(=O)O)c(Cl)cc12 (configuration not stated)	-1	12	1	-4	-3	4	2	-10	8	18	8
O=C1CCCC2=C1C(c1cccs1)n1nc(SCc3ccccc3F)nc1N2 (configuration not stated)	14	29	5	nt	4	-8	5	-27	-1	nt	8
COc1ccc(CNCCC(c2ccc(OC(C)C)cc2)C(C)C)cc1OC (configuration not stated)	36	-7	-3	-8	-2	50	76	1	-9	-9	9
OC(CCN1CCOCC1)(c1ccc(Cl)cc1)C1CCCCC1 (configuration not stated)	11	16	-2	-7	-4	3	13	-23	-2	5	12
CCCn1nc(C(=O)NNC(=O)c2cccc(S(=O)(=O)NC(C)C)c2)c2ccccc2c1=O	28	10	0	-9	0	-3	-3	-11	17	-14	-26
CCS(=O)(=O)N1CCC(C(=O)NCCc2ccc(OC)c(OC)c2)CC1	6	-1	0	-7	1	0	4	-13	-16	nt	6
N#Cc1ccc(N2Cc3ccccc3C2=NC(=O)c2cccnc2Cl)cc1	-144	-148	9	-4	3	-24	-30	-53	-32	-4	4
CC(Oc1ccc(C#N)cc1)C(=O)Nc1ccc(-n2cnnn2)cc1 (configuration not stated)	14	12	6	-14	nt	7	-3	-18	-9	?	-2
C=CCSc1nc2c(c(=O)n(C)c(=O)n2C)n1CC	11	-8	-4	-6	4	-5	0	-26	3	nt	8
C=CCc1cccc2cc(C(=O)Nc3ccc(NC(C)=O)cc3)c(=O)oc12	-28	-26	-20	-12	-1	-17	-2	-1	-2	-4	0
O=C(COC(=O)c1cc(=O)[nH]c2ccccc12)Nc1ccc(Cl)c(S(=O)(=O)N2CCOCC2)c1	-6	14	0	-6	nt	9	-1	-5	5	0	3

Remaining list, next part:
SMILES	Peg3 prom inh	HIF-2a block	PDI inh	CaV13 FRET inh	NR2E3 ag-1	MITF TRPM1 inh	Shn3 inh set2	NR2E3 ag-2	KKLEB tox	Vif imaging	CF NFkB inh
Fc1ccc(Br)cc1SCCc1ccncc1	-1	6	10	-2	0	4	15	-43	-1	-3	3
COC(CNC(=O)C(=O)Nc1ccc2c(c1)N(S(=O)(=O)c1cccs1)CCC2)OC	16	-18	2	-7	4	1	-49	-9	10	-2	-25
O=C(NCc1cccnc1)c1ccc(COc2ccccc2Cl)cc1	-64	-115	4	-3	0	-12	26	-47	5	-3	-8
CC/C(C)=C1/NC(=O)NC1=O	7	18	-2	-5	nt	-2	-12	6	2	-4	-6
